EBI2 antag – EBI2 (human) antagonism; P32249; EBI2 beta-arrestin recruitment, luminescence, 7a,25-OHC stimulated; inhibition, % at 5 µM; 360,000 compounds, 0.81% hits; AID 651636; in the data active = inhibition above about 38%;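 also: enzyme fragment complementation signal reports receptor beta-arrestin coupling in cells; 0% = agonist plus DMSO wells and 100% = wells without agonist; some results beyond the cut were filed as inactive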
Target sequence (P32249 whole entry, looked up, the tested form may be a part): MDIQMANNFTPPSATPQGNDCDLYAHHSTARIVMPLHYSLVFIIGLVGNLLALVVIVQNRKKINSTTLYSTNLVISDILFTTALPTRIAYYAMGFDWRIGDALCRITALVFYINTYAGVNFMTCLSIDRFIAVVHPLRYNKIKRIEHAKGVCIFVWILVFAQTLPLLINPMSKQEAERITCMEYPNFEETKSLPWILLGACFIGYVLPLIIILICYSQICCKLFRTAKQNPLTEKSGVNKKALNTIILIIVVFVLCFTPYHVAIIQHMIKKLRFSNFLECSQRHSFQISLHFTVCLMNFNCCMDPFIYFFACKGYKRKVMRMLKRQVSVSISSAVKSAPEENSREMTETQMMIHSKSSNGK
APOBEC3A inh – blocks human APOBEC3A ssDNA deamination | inhibition, % at 20 µM | P31941 | AID 493011 | 330,000 compounds, 0.41% hits | recombinant A3A, FAM/TAMRA ssDNA deamination fluorescence;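 active = at least 40% inhibition at 20 µM here, with at most 30% in a related deaminase screen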;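 also: plate controls were A3A with DMSO for no effect and wells lacking A3A enzyme for full effect; some results filed as inactive read as strong as hits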
Target sequence (P31941 whole entry, looked up): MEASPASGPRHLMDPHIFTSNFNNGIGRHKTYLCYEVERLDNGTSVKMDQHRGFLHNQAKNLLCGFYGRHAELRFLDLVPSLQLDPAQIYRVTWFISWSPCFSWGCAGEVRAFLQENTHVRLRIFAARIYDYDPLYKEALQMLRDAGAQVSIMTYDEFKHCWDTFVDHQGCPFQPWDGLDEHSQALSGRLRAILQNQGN
CCR6 antagonist – blocks CCL20-driven beta-arrestin recruitment at human CCR6; P51684; CHO-K1 CCR6 PathHunter beta-arrestin, luminescence, CCL20-stimulated; inhibition, % at 20 µM; 340,000 compounds, 0.49% hits; AID 493098;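 active = compounds whose inhibition of the agonist-driven luminescence signal at 20 µM reaches about 50%, limit read from the data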;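 also: cells stimulated with CCL20 at 14 nM final; plate controls were DMSO with CCL20 for no effect and DMSO without agonist for full effect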
MPTP inh – blocks calcium-induced mitochondrial swelling; 360,000 compounds, 1.4% hits; inhibition, % at 10 µM; isolated mouse mitochondria, Ca2+ swelling absorbance, 30 min;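 active = inhibition of 50% or more, scaled per plate between neutral and stimulator controls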;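 also: 0% = DMSO wells given calcium and 100% = 1 mM EGTA wells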
APOBEC3G inh – APOBEC3G (human) deaminase inhibition | inhibition, % at 20 µM | 330,000 compounds, 0.28% hits | AID 493012 | recombinant A3G, ssDNA deamination FAM/TAMRA fluorescence;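 active = inhibition of at least 40% at 20 µM, with no more than 30% in the related APOBEC3A deaminase screen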;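 also: plate controls were DMSO wells with A3G for no effect and wells lacking A3G enzyme for full effect; some compounds called inactive have numbers as strong as hits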
Target sequence (Q9HC16 whole entry, looked up): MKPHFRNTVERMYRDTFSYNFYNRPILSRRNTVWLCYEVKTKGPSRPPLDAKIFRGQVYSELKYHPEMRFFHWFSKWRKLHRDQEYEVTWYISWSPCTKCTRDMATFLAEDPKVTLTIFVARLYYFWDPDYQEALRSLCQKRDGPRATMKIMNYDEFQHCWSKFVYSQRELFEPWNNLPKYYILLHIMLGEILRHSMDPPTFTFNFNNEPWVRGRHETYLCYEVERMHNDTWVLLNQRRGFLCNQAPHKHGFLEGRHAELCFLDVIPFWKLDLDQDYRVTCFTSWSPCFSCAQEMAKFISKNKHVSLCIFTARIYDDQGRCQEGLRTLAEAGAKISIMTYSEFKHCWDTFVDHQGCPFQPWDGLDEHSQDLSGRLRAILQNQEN
GRIN3A LBD mod – modulators (binders) of human NR3A ligand-binding domain; Tm shift relative to glycine control, % at 25 µM; 340,000 compounds, 2.5% hits; NR3A LBD differential scanning fluorimetry, Tm shift; 0% = protein alone, 100% = glycine-bound protein;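 active = melting temperature shift of at least 10% of the positive control shift, at one fixed dose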
CXCR6 block – blocks human CXCR6 beta-arrestin recruitment. O00574. CHO-K1 PathHunter CXCR6 beta-arrestin, luminescence. inhibition, % at 20 µM. 360,000 compounds, 0.36% hits. AID 602244; in the data active = inhibition above about 34%, passing the limit was not always enough;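 also: antagonist mode with CXCL16 agonist at 10 nM final; 0% = 10 nM CXCL16 with DMSO and 100% = unstimulated wells without agonist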
Gli-Sufu antag – blocks Gli-Sufu signaling in a luciferase reporter. Sufu-KO-LIGHT fibroblasts, Gli luciferase reporter luminescence. inhibition, % at 5 µM. 340,000 compounds, 0.74% hits;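 active = inhibition above about 55%, limit read from the data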;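 also: 0% = DMSO-treated cells and 100% = wells with medium but no cells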
Starred values were filed as active, the others as inactive; . = no result given.

SMILES | EBI2 antag | APOBEC3A inh | CCR6 antagonist | MPTP inh | APOBEC3G inh | GRIN3A LBD mod | CXCR6 block | Gli-Sufu antag
CCn1c(C(=O)OC)cc2c1ccn2-c1ccc(F)cc1 | 46* | -2 | 16 | 0.4 | -3 | 4 | 5 | -82
Cn1c(C(=O)N2CCOCC2)cnc1Sc1ncc(C(F)(F)F)cc1Cl | -18 | -4 | 5 | -1.6 | -9 | -2 | -7 | 0
O=C(CSc1nc2ccccc2c(=O)n1CCCN1CCOCC1)N1CCN(c2ccccc2)CC1 | 7 | 1 | 0 | 0.1 | -4 | -1 | 4 | -9
CN1CCCC(OC(=O)c2cc(Cl)ccc2Cl)C1 (centres undefined) | 5 | 3 | -10 | -5.1 | 1 | -1 | -5 | 0
Cc1c(NS(=O)(=O)c2ccc(Br)cc2)c(=O)n(-c2ccccc2)n1C | -12 | -2 | -4 | 0.5 | -3 | -3 | -2 | 4
Cc1nn(C)cc1CN(C)C(=O)c1cc2nc(-c3ccco3)cc(C(F)(F)F)n2n1 | -5 | -12 | 1 | -2.2 | -1 | 2 | 3 | 3
Cc1cc(C)cc(C(=O)NC(CC(N)=O)c2ccc(NC3CCCCC3)c([N+](=O)[O-])c2)c1 (centres undefined) | 2 | 2 | 22 | 0.2 | -4 | -10 | 9 | 1
Cc1c(=O)n(OCc2ccc(Cl)cc2)c2ccccc2[n+]1[O-] | 7 | 1 | 9 | -0.3 | -3 | -1 | 12 | 3
COc1cc2c(cc1NC(=O)CSc1ccccn1)oc1ccccc12 | 16 | -4 | 13 | 2.5 | -7 | 0 | -4 | -36
COC(=O)CCc1c(C)c(C#N)c2nc3ccccc3n2c1N1CCCC1 | -13 | 3 | -6 | 0.5 | -4 | 2 | 2 | 8
O=C(O)c1oc2ccc(Br)cc2c1-n1cccc1 | -5 | 0 | 1 | 1.9 | -6 | 9 | 3 | 3
O=C(/C=C/c1ccc(Br)cc1)NCc1cccs1 | 65* | -1 | 13 | 0.4 | -6 | -3 | -1 | 19
CCc1noc(C)c1C(=O)NNC(=O)c1ccccc1F | 3 | 1 | 1 | 0.1 | -3 | 1 | -3 | 1
Fc1ccccc1NC(=S)NCCc1ccccc1 | -7 | -4 | 0 | 0.7 | 3 | -25 | -8 | -22
Cc1ccc(S(=O)(=O)/N=C(\CN2CCOCC2)N2CCOCC2)cc1 | -6 | 4 | -1 | 1.3 | 1 | -1 | 6 | 0
CCCCc1n[nH]c(=S)n1Cc1ccccc1 | -1 | -2 | -15 | 0.2 | 19 | -1 | 0 | -1
CN(CC(=O)Nc1ccc(N2CCOCC2)cc1)C(=O)C12CC3CC(CC(C3)C1)C2 | -4 | 0 | 5 | -0.4 | -8 | 0 | -7 | 37
CCC(C)(O)c1[nH]c2ccc(C(=O)OC)cc2c1C (centres undefined) | 2 | -1 | -5 | -0.3 | -4 | -4 | -8 | 7
COc1cccc(NC(=O)C(C)N2C(=O)c3ccccc3C2=O)c1 (centres undefined) | -5 | -6 | 4 | -0.3 | -6 | 1 | 6 | -6
O=C(NCc1cn2ccccc2n1)c1ccccc1 | -10 | -3 | -6 | 1.1 | -4 | -2 | -8 | -3
O=C(CN1CCN(C(=O)CNC(=O)c2ccc3c(c2)OCO3)CC1)Nc1ccccc1Cl | -1 | -3 | 12 | -1.3 | -3 | 0 | 6 | -7
O=C(CSc1nnc(NC(=O)C2CC2)s1)NCc1ccco1 | -4 | -4 | -4 | -0.6 | -7 | -6 | 1 | -1
CCc1ccc(OCC(=O)NNC(=O)Cc2cccs2)cc1 | 4 | 1 | 1 | 1.6 | -1 | -2 | -7 | 4
COc1ccccc1N(CC(=O)NCCSCc1ccc(Cl)cc1)S(C)(=O)=O | 6 | 2 | 17 | 0.2 | 5 | 0 | -4 | -5
CC(C)[C@H](NC(=O)N1CCn2c1nc1ccccc12)C(=O)N[C@@H](C(=O)O)c1ccccc1 | -3 | -2 | -2 | -3.2 | -3 | -3 | 4 | 2
O=C(N/N=C/c1cc(Br)c(Br)o1)c1cccnc1 | -20 | 10 | 0 | 0.8 | 2 | -3 | -4 | 2
COc1cccc(OC)c1C(=O)O/N=C(\N)c1ccncc1 | -10 | 2 | 8 | 0.8 | -3 | 3 | -11 | 4
CCOc1ccc(/C=C(\C#N)C(=O)NC2CC2)c(OCC)c1 | -1 | -3 | 14 | 3.1 | -7 | -3 | -11 | 0
CCOC(=O)N1CCC(N2CC34C=CC(O3)C(C(=O)Nc3ccc(F)cc3)C4C2=O)CC1 (centres undefined) | -5 | -3 | 3 | -2.5 | -10 | 2 | 11 | -6
O=C(CN1CCN(S(=O)(=O)c2ccc3c(c2)OCCO3)CC1)Nc1ccccc1Br | -2 | . | 7 | 0.9 | . | 1 | -2 | 4
Cc1ccnc(NC(=S)NC(=O)/C=C/c2ccc(Cl)cc2)c1 | -2 | -3 | 1 | 1.3 | -6 | -8 | -6 | -16
N#Cc1cccc(NC(=O)N2CCC(c3nc4c(nnn4Cc4cccc(Cl)c4)c(=O)[nH]3)CC2)c1 | 2 | -10 | 7 | -6.3 | -8 | 5 | -4 | -8
Cc1ccc(N=C2NC(=O)/C(=C\c3ccco3)S2)cc1 | -39 | 27 | 9 | 2.9 | 7 | -7 | 1 | -15
CCN(CC(=O)Nc1ccc(OC)cc1)C(=O)c1ccc2ccccc2c1 | 2 | 1 | 9 | -2.2 | 0 | 1 | 5 | 0
O=c1c2cc(F)ccc2sn1-c1ccc(F)cc1 | 17 | -2 | 29 | 0.8 | 72* | 2 | -17 | -3
CN(CC(=O)Nc1c(Cl)cccc1Cl)C(=O)CNC(=O)c1ccc2c(c1)OCO2 | -1 | 1 | 8 | 0.2 | -3 | -2 | 6 | -1
Cc1nn(CC(=O)NC(C)C)c(C)c1[N+](=O)[O-] | -2 | 6 | -2 | -0.5 | -1 | 1 | -4 | 0
CCC(=O)N1CCN=C1SCc1ccc(Cl)cc1 | 2 | -1 | 5 | -2.0 | -2 | 0 | 4 | 3
CCCN(CC1CC1)C(=O)CCc1nnc(C(OC)c2ccccc2)o1 (centres undefined) | 2 | -3 | 7 | -2.3 | -9 | -9 | -2 | -2
CCCCNC(=O)CN1CCC2(O)CCCCC2C1c1ccccc1OC (centres undefined) | 3 | 0 | -17 | -3.3 | -1 | 1 | -3 | -3
N#Cc1ccc(OCC(=O)NCCN2CCOCC2)cc1 | 8 | -1 | 2 | -2.1 | -3 | 3 | -4 | -7
N[C@@H](CO)c1nnc([C@H](CCC(=O)O)NC(=O)C2CCNCC2)o1 | -3 | 1 | -9 | -0.4 | 2 | 1 | -12 | -1
COc1ccc(CCNC(=O)c2cccnc2)cc1 | -16 | -4 | 0 | -0.1 | -9 | 1 | -1 | -5
CCOC(=O)c1oc2cc(C)cc(O)c2c(=O)c1-c1csc(C)n1 | 7 | 1 | -20 | 2.3 | -2 | -4 | -2 | 2
CCOc1ccc(OCCC(=O)OCC(=O)Nc2cc(C)nn2-c2ccccc2)cc1 | 1 | 3 | 9 | 0.0 | -2 | -1 | -3 | -10

Printed as active in EBI2 antag (from the list above):
SMILES | EBI2 antag | APOBEC3A inh | CCR6 antagonist | MPTP inh | APOBEC3G inh | GRIN3A LBD mod | CXCR6 block
CCn1c(C(=O)OC)cc2c1ccn2-c1ccc(F)cc1 | 46* | -2 | 16 | 0.4 | -3 | 4 | 5
O=C(/C=C/c1ccc(Br)cc1)NCc1cccs1 | 65* | -1 | 13 | 0.4 | -6 | -3 | -1

Continued:
SMILES | EBI2 antag | APOBEC3A inh | CCR6 antagonist | MPTP inh | APOBEC3G inh | GRIN3A LBD mod | CXCR6 block | Gli-Sufu antag
O=C(NCCS(=O)(=O)N1CCN(c2ccccc2F)CC1)C1CC(=O)N(c2ccc(F)cc2)C1 (centres undefined) | 7 | -2 | 9 | -0.5 | -7 | 2 | 2 | 8
Cc1cccc(NCc2nc(SCC(=O)Nc3ccccc3Br)n[nH]2)c1 | 1 | -4 | 11 | -0.2 | 0 | -1 | -1 | -12
CCCNC(=O)COC(=O)c1ccc(S(=O)(=O)N2CCCCCC2)cc1 | 4 | 1 | 20 | -1.7 | -1 | -1 | 1 | -2
CC(C)[C@H](NC(=O)OCc1ccccc1)C(=O)OCC(=O)N1C(C)CCCC1C (some centres undefined) | -2 | . | 5 | -0.9 | . | -1 | -4 | 10
COc1ccc(Nc2ncnc3ccc(Br)cc23)c(OC)c1 | 6 | -7 | 11 | -0.9 | -5 | -1 | -3 | 26
Cc1ccc(S(=O)(=O)N2CCC(=O)N(C(COCc3ccc(Cl)cc3)Cc3ccccc3)CC2)cc1 (centres undefined) | 27 | 2 | 9 | 1.8 | -6 | 2 | 7 | 21
Cc1c(C(=O)N2CCOCC2)oc2ccc(S(=O)(=O)N3CCCC3)cc12 | -13 | -2 | -6 | 0.1 | -2 | 1 | 3 | 5
O=C(NC1CCCCC1)c1csnn1 | -1 | . | 6 | -0.7 | . | 0 | 1 | 11
Cc1c(OCC(=O)NCCN2CCOCC2)ccc2c(-c3ccccc3)cc(=O)oc12 | -3 | -1 | 17 | 0.4 | -3 | -1 | 1 | 27
CCCCNC(=O)Nc1c(C(=O)OC)[nH]c2ccc(C)cc12 | 3 | -5 | -20 | 6.1 | -5 | 1 | -2 | 1
CC1CC(C)CN(c2ccc(-n3cnnn3)cc2[N+](=O)[O-])C1 (centres undefined) | 11 | 3 | 20 | 0.3 | 4 | -3 | 5 | 10
S=C(Nc1ccc(Cl)cc1)N1CCCC1 | -3 | -8 | 1 | 1.4 | -4 | 3 | -3 | -3
COC(=O)/C=C(\C)NC(=O)c1cccs1 | 4 | -3 | -5 | 0.2 | -4 | -2 | 3 | -4
COc1cccc2cc(S(=O)(=O)c3ccccc3)c(=Nc3ccc4c(c3)OCCO4)oc12 | 31 | 0 | 27 | 3.1 | -2 | -2 | 7 | 10
CC(Sc1nnc(C2CC2)n1Cc1ccccc1)C(=O)N1CCNC1=O (centres undefined) | -13 | -2 | -5 | -2.8 | -7 | -1 | 2 | 9
CC[n+]1c(/C=C/c2cc([N+](=O)[O-])ccc2O)ccc2ccccc21 | -7 | 7 | 14 | -0.2 | -11 | 0 | 2 | 4
O=C(ONc1ccc(N=NC(=O)c2ccccc2O)cc1)c1ccccc1 | 7 | 2 | 56* | 0.5 | -2 | 1 | 34 | -31
Cc1ncoc1C(=O)N1CCCC(C(=O)c2ccc3c4c(cccc24)CC3)C1 (centres undefined) | 4 | 2 | 3 | 1.1 | -3 | -1 | -6 | -5
O=C(N/N=C/c1ccccn1)c1cc(-c2ccccc2Cl)n[nH]1 | -33 | -1 | -4 | -1.2 | -5 | -31 | -10 | -16
O=C(Nc1ncccn1)c1cccc(Cl)c1 | -5 | 3 | -1 | 2.5 | 1 | 1 | -20 | -1
CCN(CC)C(=O)Oc1ccc2ccccc2c1Br | 1 | -2 | 20 | -0.4 | -4 | -1 | -3 | -29
O=S(=O)(Cc1ccc(Cl)cc1)N1CCN(c2ncccn2)CC1 | 4 | -3 | -4 | -0.6 | -10 | 0 | -17 | 3
Cc1ccc(S(=O)(=O)NCCN2CCOCC2)cc1 | -6 | 1 | -3 | -0.4 | 0 | 1 | -7 | 0
NC(=O)Cn1c(=O)n(C2CCCCC2)c(=O)c2c3c(sc21)CCCCC3 | 14 | -6 | 18 | 0.3 | -10 | -5 | -10 | -18
CCn1cnc2c1c(=O)n(CC(=O)Nc1ccc(C(N)=O)cc1)c(=O)n2Cc1ccccc1 | -12 | 3 | 3 | 1.4 | -5 | 0 | -3 | 3
COc1ccc(S(=O)(=O)N2CCN(C3CCCC(C)C3)CC2)cc1 (centres undefined) | 3 | -6 | 10 | -0.3 | -15 | -2 | 3 | 31

Bioassay records (PubChem)
